PRMT1 inh – PRMT1 (human) inhibition, primary screen. recombinant PRMT1, activity-based probe fluorescence polarization. inhibition, % at 2.79 µM. hit rate 1.3% among 370,000. AID 652257;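 active means inhibition above about 21% made by adding two undisclosed values, limit read from the data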
LEDGF integ inh – blocks HIV-1 LEDGF/p75-dependent DNA integration. inhibition, % at 3.7 µM. TR-FRET IN-LEDGF/p75 DNA integration, Eu/Cy5. hit rate 0.64% among 370,000;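 active means inhibition above the screen-wide mean plus 3 SD, cut at about 13% in these data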;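 further: signal is the Cy5 over europium emission ratio at 671 and 618 nm; 0% = plate median of compound wells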
TCR-CD3 inh – inhibitors of human TCR-CD3 interaction. hit rate 0.37% among 360,000. AID 651800. TAMRA-labeled TCR probe fluorescence, biochemical. inhibition, % at 9.4 µM; in the data active means inhibition above about 19%;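 further: recombinant mutant TCR 2C K166C tagged with TAMRA read by polarization; 0% = receptor in buffer alone and 100% = receptor with positive control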
SIAE inh – blocks human sialic acid acetylesterase. Q9HAT2. SIAE FP-Rh probe binding, fluorescence polarization. inhibition, % at 9.66 µM. hit rate 0.69% among 370,000;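 active means inhibition above a cutoff: mean of compounds within the control limits plus 3 SD of those, cut at about 17% in these data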;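 further: 0% = plate median of compound wells and 100% = probe without SIAE protein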
PG9 binder – binds the HIV-1 gp120 antibody PG9; TR-FRET gp120-PG9 antibody binding; hit rate 0.43% among 360,000; inhibition, % at 6.7 µM; in the data active means inhibition above about 8.5%
UHRF1 binding – UHRF1 methyl-DNA binding inhibition | Q96T88 | hit rate 0.75% among 370,000 | UHRF1 binding to methylated oligo, TR-FRET | inhibition, % at 4.4 µM; in the data active means inhibition above about 21%;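 further: UHRF1 SRA domain binding a hemimethylated CpG hairpin DNA probe; 0% = median of test compound wells and 100% = reference inhibitor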
Target sequence (Q96T88 whole entry, looked up, the tested form may be a part): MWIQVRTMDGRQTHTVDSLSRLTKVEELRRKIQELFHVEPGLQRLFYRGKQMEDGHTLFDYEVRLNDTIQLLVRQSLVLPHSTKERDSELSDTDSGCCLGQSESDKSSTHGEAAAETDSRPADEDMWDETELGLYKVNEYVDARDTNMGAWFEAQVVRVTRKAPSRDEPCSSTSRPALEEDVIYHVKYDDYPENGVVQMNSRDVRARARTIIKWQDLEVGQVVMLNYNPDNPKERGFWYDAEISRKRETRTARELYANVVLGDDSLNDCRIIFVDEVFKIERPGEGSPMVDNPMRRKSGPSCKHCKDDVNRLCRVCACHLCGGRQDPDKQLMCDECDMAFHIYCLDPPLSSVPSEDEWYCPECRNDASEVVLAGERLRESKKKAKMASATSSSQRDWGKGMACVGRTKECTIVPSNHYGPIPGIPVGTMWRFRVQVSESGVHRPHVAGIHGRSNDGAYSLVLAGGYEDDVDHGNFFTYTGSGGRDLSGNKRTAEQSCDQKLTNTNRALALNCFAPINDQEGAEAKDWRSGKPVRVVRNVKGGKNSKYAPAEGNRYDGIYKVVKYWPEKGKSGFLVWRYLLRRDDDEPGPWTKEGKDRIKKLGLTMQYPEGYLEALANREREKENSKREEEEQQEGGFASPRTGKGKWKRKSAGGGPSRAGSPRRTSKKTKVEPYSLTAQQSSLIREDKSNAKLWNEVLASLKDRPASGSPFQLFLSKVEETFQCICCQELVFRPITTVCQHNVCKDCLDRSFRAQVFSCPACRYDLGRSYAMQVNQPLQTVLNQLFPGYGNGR
TDP2 inh – blocks human TDP2 phosphodiesterase activity. O95551. recombinant TDP2, T5PNP hydrolysis, p-nitrophenol absorbance 415 nm. inhibition, % at 12.8 µM. hit rate 0.34% among 370,000;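 active means inhibition above the mean of all tested compounds plus 3 SD, set per campaign, cut at about 25% in these data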;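 further: 0% = DMSO with enzyme and 100% = buffer with substrate but no TDP2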
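Evaluation: % inhibition relative to enzyme-containing and enzyme-free wells. Material: recombinant human TDP2. Benchmarks: enzyme-free and DMSO wells. Timing: enzyme reaction with compound for 2 h at 37 °C. Compound dosing: 12.8 µM only. Measured by: p-Nitrophenol epi absorbance. Reagent: T5PNP substrate at 5 mM, a TopII-DNA adduct mimic. Replication: single well per compound.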
HTRA1 inh – inhibitors of human serine peptidase HTRA1 | Q92743 | recombinant HTRA1, FP-rhodamine activity-based probe, fluorescence polarization | inhibition, % at 5.96 µM | hit rate 0.5% among 340,000; in the data active means inhibition above about 36%;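 further: 0% = enzyme with DMSO and 100% = wells lacking enzyme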
ABHD4 inh – inhibits mouse alpha/beta hydrolase domain 4 | Q8VD66 | purified mABHD4, FP-Rh probe fluorescence polarization | inhibition, % at 8.92 µM | hit rate 0.54% among 370,000;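 active means inhibition exceeding the mean over every tested compound plus 3 SD, cut at about 30% in these data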;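 further: 0% = plate median of compound wells and 100% = S159A mutant with DMSO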
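Assay system: wild-type mouse ABHD4 protein; compound: single nominal dose of 8.92 µM, 0.89% DMSO final; schedule: 45 min + 60 min at 25 °C; measured by: FP readout, ex 525 nm / em 598 nm; evaluation: % inhibition of FP-Rh probe binding versus controls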
DDE Tn7 FP inh – DD(E)-Tn7 binding inhibition, primary FP screen; P02675; FP displacement of FITC-Tn7 peptide from fibrin DD(E); 0% = median of compound wells per plate; inhibition, % at 8.3 µM; hit rate 0.13% among 370,000;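 active means inhibition above the mean of compounds falling within the control limits plus 3 SD of them, cut at about 14% in these data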;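 further: 0% = plate median of compound wells and 100% = 10 µM Aha-Tn7 peptide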
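Assay system: Fibrin-DD(E) protein isolated from polymerized human fibrin clots; read-out basis: percent inhibition; medium: Tris/NaCl/CaCl2 buffer, pH 7.8; signal: FP measurement; incubation: 10 min plus 3 h, room temperature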
An asterisk follows results filed as active; · = no result given.

SMILES | PRMT1 inh | LEDGF integ inh | TCR-CD3 inh | SIAE inh | PG9 binder | UHRF1 binding | TDP2 inh | HTRA1 inh | ABHD4 inh | DDE Tn7 FP inh
CC(C)N(C(=O)Cn1c(SCC(=O)Nc2nccs2)nc2ccccc21)C(C)C | 1 | -1 | -4 | -1 | -1.4 | -2 | 6 | 5 | -2 | -5
Cc1cn([C@H]2C[C@H](O)[C@@H](COS(=O)(=O)O)O2)c(=O)[nH]c1=O | 2 | 1 | -4 | 0 | 1.1 | 3 | -3 | -4 | 4 | -8
COC(=O)C(C(=O)OC)C(C(=O)OC)C(C(=O)OC)C(=O)OC | 0 | -1 | -1 | 0 | -0.6 | 0 | 14 | 6 | 1 | 2
CCc1cccc(NC(=O)Cn2c3[n+](c4ccc(C(F)(F)F)cc42)CCCCC3)c1 | -2 | -1 | -3 | 4 | -0.4 | -2 | 12 | -20 | 9 | -7
Cc1ccc(-c2ccc(CO)o2)cc1N | 5 | 2 | 0 | 4 | -0.6 | 1 | 1 | 2 | 0 | -3
O=C(Nc1ccc(F)cc1)c1ccccc1 | -1 | 0 | 5 | -3 | -0.4 | -2 | -9 | -4 | -4 | 2
CCc1nc2c(OCc3ccc(Cl)cc3Cl)cccn2c1N(C)C(=O)C(C)C | -3 | -1 | -5 | 1 | 0.3 | -1 | -13 | · | -2 | 0
Clc1ccc(-c2nc3n(n2)Cc2ccccc2-3)cc1 | -2 | -1 | 9 | -6 | 2.3 | -2 | -6 | 4 | -2 | 0
COc1cccc(CN(C)C(=O)c2cccc(S(=O)(=O)N3CCN(c4ccccc4)CC3)c2)c1 | 4 | -2 | -4 | 0 | -0.6 | 4 | -10 | -6 | 1 | 4
O=C(NNC(=O)C1CC2CCC1C2)c1sc2ccccc2c1Cl (centres undefined) | 0 | 0 | 4 | 6 | 0.0 | -4 | 2 | 2 | 0 | -2
CCN(CC(=O)Nc1c(F)cccc1F)C(=O)/C=C/c1ccc2ccccc2n1 | 5 | 10 | 30* | 1 | -1.5 | 64* | -7 | 2 | -4 | 0
CCC(CO)NCc1ccc2c(c1)n(C)c(=O)n2C (centres undefined) | 0 | 1 | 0 | 2 | -0.6 | 1 | 14 | -3 | -2 | -1
Cc1oc(-c2ccccc2)cc1C(=O)Nc1ccccc1 | -1 | 0 | 11 | -1 | 0.1 | -4 | -2 | -23 | -16 | 0
O=c1c2ccccc2c(C=Nc2cccc(S(=O)(=O)NC3=NCCCCC3)c2)c(O)n1Cc1ccccc1 | -3 | 1 | 1 | -25 | -0.9 | 0 | -2 | -1 | 5 | 5
COc1ccc(NC(=O)c2sccc2-n2cccc2)cc1 | 1 | 0 | 0 | 4 | 0.0 | 1 | 3 | -7 | 2 | -5
CC(=O)Nc1ccc(S(=O)(=O)N[C@@H](C)C(=O)N(C)Cc2cccs2)cc1 | -2 | 3 | 4 | -2 | -0.6 | 2 | 7 | 6 | 3 | -11
COc1ccc(CCNC(=O)CSc2nc(-c3ccc(OC)c(OC)c3)ccc2C#N)cc1 | 2 | -3 | -1 | -16 | 16* | -4 | 8 | -6 | 5 | 1
Cc1oc(-c2cccs2)nc1CS(=O)CC(=O)NCCCOC(C)C (centres undefined) | 1 | 0 | -1 | 5 | -3.9 | -3 | 7 | 3 | -2 | -4
Cc1cc(NC(=O)CN2CCOCC2)n(-c2nc3ccccc3s2)n1 | 3 | -2 | -1 | -7 | 1.8 | 4 | -11 | · | -20 | 5
Cc1sc2nc(CSCC(=O)Nc3ccccc3C#N)[nH]c(=O)c2c1C | 7 | -1 | 2 | 5 | 0.5 | -2 | 5 | -8 | -11 | 1

Looked up above:
In DDE Tn7 FP inh, `O=C(Nc1ccc(F)cc1)c1ccccc1` is listed with 2
In TCR-CD3 inh, `CC(C)N(C(=O)Cn1c(SCC(=O)Nc2nccs2)nc2ccccc21)C(C)C` is listed with -4

The list goes on:
SMILES | PRMT1 inh | LEDGF integ inh | TCR-CD3 inh | SIAE inh | PG9 binder | UHRF1 binding | TDP2 inh | HTRA1 inh | ABHD4 inh | DDE Tn7 FP inh
Cc1cc(C)cc(NC(=O)NC2CCCCCCC2)c1 | -1 | 0 | -2 | -3 | -0.2 | -1 | -10 | -10 | -9 | -7
CCCCN(C(=O)CCOc1ccc(OCC)cc1)c1c(N)n(Cc2ccccc2)c(=O)[nH]c1=O | -1 | -1 | 9 | 9 | -1.2 | 0 | 2 | 3 | 2 | 0
COc1ccc2cc(CN(CC3COCCO3)S(=O)(=O)c3ccccc3)c(=O)[nH]c2c1 (centres undefined) | -1 | 4 | 8 | 2 | 0.6 | -2 | -3 | -2 | 5 | -4
O=C(C1=C[C@@H](c2ccc3c(c2)OCO3)C[C@@H](OCc2ccc(CO)cc2)O1)N1CCOCC1 | 0 | 1 | 4 | 3 | 0.7 | -4 | 6 | -5 | 5 | -5
C=CCn1c(=O)c(C(=O)Nc2ccc(C)cc2)c(O)c2ccccc21 | 2 | 1 | -10 | -5 | 2.1 | 3 | 0 | 2 | -8 | -3
CC(C)CCNC(=O)NC(=O)COC(=O)C1=COCCO1 | 1 | -1 | -9 | 0 | 2.0 | 3 | -6 | -2 | 1 | 1
CCc1nc2c(OCc3ccc(Cl)cc3)cccn2c1N(C)C(=O)c1ccccc1F | -6 | 2 | -3 | 0 | -0.8 | -4 | 2 | · | -3 | -2
Cc1ccc(SCC(=O)N(C)CC(=O)Nc2cccc(F)c2)cc1 | 1 | -1 | -4 | -9 | 1.9 | -4 | -9 | -9 | -7 | 2
COC(=O)CN1C(=O)C(O)(CC(=O)c2cccc(Br)c2)c2ccccc21 (centres undefined) | 1 | 1 | -1 | 3 | -3.2 | 0 | -1 | -12 | -3 | 1
Clc1ccc(-c2nc3ccc(Br)cn3c2Cc2ccsc2)cc1 | 4 | 2 | 14 | 4 | 0.5 | 3 | -8 | · | -7 | -6
CCCCc1cc(=O)oc2cc(C)cc(OC(C)C(=O)NC(Cc3c[nH]c4ccc(O)cc34)C(=O)O)c12 (centres undefined) | 3 | -2 | 10 | 10 | -1.3 | 1 | 12 | 7 | 15 | 4
CN1C2=NC(c3ccccc3)CC(=O)N2/C(=C\c2ccccc2)C1c1ccccc1C(F)(F)F (centres undefined) | 1 | 1 | · | -4 | · | 3 | -2 | · | -16 | 7
O=C(NNC(=O)c1nn(-c2ccc(F)cc2)ccc1=O)Nc1cccc(Cl)c1 | -3 | 0 | 34* | 10 | -3.3 | -2 | -8 | · | 1 | 6
Cc1ccccc1CS(=O)(=O)c1cn(CC(=O)N2CCOCC2)c2ccccc12 | 1 | -2 | 1 | -3 | -1.2 | 0 | 0 | 0 | -2 | 0
Cc1noc(C)c1Cn1c(C)c(C(=O)NCc2ccc3c(c2)OCCO3)sc1=O | 0 | 5 | -1 | 1 | -0.7 | -1 | 6 | · | 3 | 1
CCn1cc(CN2CCc3c([nH]c4ccccc34)C2c2ccc(F)c(OC)c2)c(C)n1 (centres undefined) | -3 | -2 | -1 | 6 | 0.8 | 1 | 6 | -6 | -4 | -1
CC1=CC(O)(c2ccccn2)P(=O)(c2ccccc2)C=C1C (centres undefined) | 6 | -2 | -6 | 3 | 1.1 | 2 | -1 | · | 4 | 5
COc1ccc(NC(=S)N2CCCC2c2ccc(OC)c(OC)c2)cc1 (centres undefined) | -2 | 6 | 9 | 7 | -0.8 | -1 | -5 | 0 | -1 | 3
COC(=O)CCCC1=CC2=C(c3ccccc3)C(=O)C(C)(OC(=O)C3CCCC3)C(=O)C2=CN1c1ccc(OC)cc1 (centres undefined) | 2 | 2 | 3 | 5 | -2.0 | 0 | -7 | 5 | 9 | -6
CC(NC(=O)Cc1cccs1)C(c1cccs1)N1CCN(c2ccccc2F)CC1 (centres undefined) | 4 | -1 | 6 | -8 | 0.4 | 3 | -1 | -18 | -26 | 0
COc1ccc2c(ccc[n+]2CC(=O)c2ccc(C)cc2)c1 | 1 | 1 | -3 | 4 | 0.8 | -2 | -4 | -5 | 13 | -7
O=C(Cn1nc(-c2ccccc2)ccc1=O)NCCN1CCN(c2cccc(Cl)c2)CC1 | -2 | -3 | 3 | 6 | -1.3 | -1 | -4 | 4 | 0 | -6
COc1ccc(-c2cc(C(F)(F)F)nc(SCC(=O)Nc3cc(C)on3)n2)cc1 | 5 | 2 | -3 | -4 | 1.8 | 2 | 0 | -5 | -6 | 5
CN(C)c1nc2n(c(=O)n1)CCO2 | 2 | -2 | -4 | 5 | -1.3 | -3 | 3 | -7 | -6 | 4
COC(=O)c1ccc(Nc2cc(C)nc3ccccc23)cc1 | 3 | 1 | -7 | 3 | 0.5 | 1 | -5 | -4 | -6 | -2
O=c1[nH]nc(Br)c(=O)n1C(c1ccccc1)c1ccccc1 | 3 | -2 | -4 | -1 | 1.4 | 9 | 10 | -19 | -8 | 0
Cc1csc(NC(=O)Nc2ccccc2[N+](=O)[O-])n1 | -1 | -4 | 3 | -1 | -0.5 | -4 | 0 | 3 | 6 | -3
Cc1ccc(-c2nnc(N3CCCCCC3)c3ccccc23)cc1 | 3 | 1 | 3 | -1 | 0.1 | 0 | 4 | -3 | -5 | -3
CC1(C(=O)Nc2ccc(F)cc2F)CCN1C(=O)Cc1ccccc1 (centres undefined) | -8 | 4 | 5 | -5 | -1.3 | 4 | -3 | · | -13 | -4
CC(C)OC(=O)c1c(NC(=O)CCC(=O)O)sc2c1CCCCC2 | -2 | 5 | 1 | 0 | 0.8 | 2 | -6 | 9 | 4 | -12
c1ccc(Oc2nc(NCc3ccco3)nc(NCc3ccco3)n2)cc1 | 1 | 1 | 10 | 7 | -1.4 | 3 | -9 | -15 | -4 | -1
CC(C)CC(=O)Nc1nnc(SCC(=O)NCC2CCCO2)s1 (centres undefined) | -2 | 1 | 2 | 8 | -0.8 | 0 | 7 | 0 | -4 | -3
CCOC(=O)CCc1c(C)c2ccc(O)cc2oc1=O | 4 | -2 | -3 | -6 | 1.1 | 6 | -6 | -7 | -18 | 6
N#C/C(=C\c1ccc(/C=C(/C#N)c2nn(CCO)c(N)c2C#N)cc1)c1nn(CCO)c(N)c1C#N | -2 | -1 | 6 | -55 | 1.0 | 0 | 6 | -8 | -1 | -8

Arranged by length of the SMILES (smallest number first): 3 of the compounds above.
SMILES | PRMT1 inh | LEDGF integ inh | TCR-CD3 inh | SIAE inh | PG9 binder | UHRF1 binding | TDP2 inh | HTRA1 inh | ABHD4 inh | DDE Tn7 FP inh
CCOC(=O)CCc1c(C)c2ccc(O)cc2oc1=O | 4 | -2 | -3 | -6 | 1.1 | 6 | -6 | -7 | -18 | 6
COC(=O)c1ccc(Nc2cc(C)nc3ccccc23)cc1 | 3 | 1 | -7 | 3 | 0.5 | 1 | -5 | -4 | -6 | -2
O=C(Cn1nc(-c2ccccc2)ccc1=O)NCCN1CCN(c2cccc(Cl)c2)CC1 | -2 | -3 | 3 | 6 | -1.3 | -1 | -4 | 4 | 0 | -6

Screening data as filed in PubChem BioAssay.
